mcGAS RapidFire – inhibitors of Mus musculus cyclic GMP-AMP synthase, initial high-throughput assay, cell-free, RapidFire MS | 130,000 tested, 0.18% active | recombinant mouse cGAS, cGAMP by RapidFire MS | inhibition, % at 12.5 µM | AID 1259397, 2018;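 active = inhibition of cGAS enzyme activity at or above 60%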;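 note: enzyme stimulated by 45 bp dsDNA with ATP and GTP substrates; cGAMP share of summed cGAMP plus half ATP and half GTP signals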
Target sequence (Q8C6L5 whole entry, looked up): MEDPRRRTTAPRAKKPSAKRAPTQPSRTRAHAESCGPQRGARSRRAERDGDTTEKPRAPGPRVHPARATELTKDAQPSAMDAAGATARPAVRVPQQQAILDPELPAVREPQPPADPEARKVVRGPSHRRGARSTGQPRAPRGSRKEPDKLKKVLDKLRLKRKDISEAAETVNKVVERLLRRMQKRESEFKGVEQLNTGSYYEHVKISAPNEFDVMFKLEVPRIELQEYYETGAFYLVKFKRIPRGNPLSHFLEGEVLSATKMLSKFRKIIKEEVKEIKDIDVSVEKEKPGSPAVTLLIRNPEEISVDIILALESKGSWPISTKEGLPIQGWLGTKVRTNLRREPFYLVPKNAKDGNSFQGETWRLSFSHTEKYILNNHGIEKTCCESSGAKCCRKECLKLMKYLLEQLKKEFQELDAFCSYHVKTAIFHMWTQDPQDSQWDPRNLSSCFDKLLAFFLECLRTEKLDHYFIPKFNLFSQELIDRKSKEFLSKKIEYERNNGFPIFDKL
* marks the source's active call; other numbers are inactive results; & = joins results of further samples.

SMILES	mcGAS RapidFire
CC(=O)Oc1c(-c2ccc(N)cc2)c(-c2cccc(C)c2)nn1-c1cccc(F)c1	-8
Cc1ccoc1C(=O)N1CCCN(Cc2noc(C(C)(C)C)n2)CC1	-8
CCC(NC(=O)c1nn(C)c(=O)c2ccccc12)c1nc(C)c(C)s1 (centres undefined)	-7
N#CC(=Cc1ccc(Cl)cc1)C(N)=O	9
CC1(C(=O)NC2Cc3ccccc3C2)CCN1S(=O)(=O)c1ccccc1 (centres undefined)	-9
CC1CCCCC1NC1=NCCS1 (centres undefined)	-10
COc1ccc(OC)c(C2SCCN2S(=O)(=O)c2cccc3ccccc23)c1 (centres undefined)	5
CC(c1nc(C2CC2)no1)N1CC2CCCN(c3nnnn3C)C2C1 (centres undefined)	-11
O=C(Nc1cccc(Cl)c1SC(F)F)C1CCCC1	-5
COc1cccc(CCNCc2c(C(=O)N3CCOCC3)nc3ccccn23)c1	5
Cc1cc(C)n(CCC(=O)NC(C)c2ccc3c(c2)OCCCO3)c(=O)n1 (centres undefined)	-5
CC(=O)Nc1ccc(C(=O)N(C)Cc2nnc3n2CCCCC3)cc1	-4
CCc1cc(C(=O)N(CCN2CCCCC2)CC2CCCN(C3CCCC3)C2)n(C)n1 (centres undefined)	-4
C=CC[C@H]1CC(C)=C[C@H](CC=C)N1C(=O)c1cnc2cccc(C)n2c1=O	-2
Cc1cccc(-c2noc(CS(=O)Cc3ccccc3Cl)n2)c1 (centres undefined)	-2
COc1ccc(NC2CCCN(C(=O)c3ccccc3-n3cncn3)C2)cc1 (centres undefined)	-21
Cc1cccc(OCC(=O)N2CCOC(COCc3ccc(F)cc3Cl)C2)c1C (centres undefined)	-4
CC(=O)NCC(=O)OCC(=O)N1c2ccccc2Sc2ccccc21	-3
CC(c1cccnc1)N1CCN(Cc2coc(-c3ccccc3)n2)CC1 (centres undefined)	-12
COc1ccc(Cn2c(C)nc3c(c(=O)c4ccccc4n3C)c2=O)cc1	-8
Cc1ccc(NC(=O)Cn2cnc3ncccc3c2=O)cc1	-10
Nc1cnc2nc(N)[nH]c(=O)c2c1	1
CCN(C(=O)CN1C(=O)NC(CCSC)C1=O)C1CCS(=O)(=O)C1 (centres undefined)	17
CN(Cc1nc(Cc2ccccc2F)no1)CC1(N2CCOCC2)CCCCC1	-2
O=C(O)C1CCCN1c1nc(Cc2ccc(F)cc2)ns1 (centres undefined)	-1
CCOC(=O)C(NC(=O)c1cccnc1)(NN1CCN(C)CC1)C(F)(F)F (centres undefined)	-1
O=C(NNS(=O)(=O)c1cccc(Cl)c1Cl)c1csc(N2CCOCC2)n1	2
O=C(CSc1nccc(=O)[nH]1)c1cc2ccccc2o1	-8
COc1cc(=O)n(-c2ccccc2)nc1C(=O)NC(c1ccccc1)c1ccccc1	-28
CC1Cc2ccccc2N1C(=O)C(=O)N1CCN(C)C2(CCN(C)CC2)C1 (centres undefined)	-35
Cc1nc(C2CCCN(C(=O)c3ccc(=O)n(C)n3)C2)sc1C (centres undefined)	-3
C/C=C/c1cccc(/C=N\NC(=O)c2ccc(=O)[nH]n2)c1O	-1
CCN(C)c1nc(-c2ccc(F)c(Cl)c2)c2c(N)n(C)nc2n1	-12
CCc1ccc(S(=O)(=O)Nc2ccc3c(c2)CCN3C(C)=O)cc1	-2&-1
O=C1NCCN(Cc2cnc(-c3ccccn3)nc2)C1c1ccc(F)cc1 (centres undefined)	-3
Cc1nnc(CS(=O)(=O)Cc2ccc3c(c2)CCC3)o1	-1
C=CCNc1nc2ccccc2s1	-1
COc1ccc(C2CC(c3ccccc3)=Nc3ncnn32)cc1OC (centres undefined)	-5
CCc1ocnc1C(=O)NC1CC(=O)N(CCc2cccc(Cl)c2)C1 (centres undefined)	1
Cc1c(Cl)c([N+](=O)[O-])nn1CC(=O)N1CCCCCC1	1

Reformatted as a markdown table: 17 of the compounds above.
| smiles | mcGAS RapidFire |
| --- | --- |
| CN(Cc1nc(Cc2ccccc2F)no1)CC1(N2CCOCC2)CCCCC1 | -2 |
| O=C(O)C1CCCN1c1nc(Cc2ccc(F)cc2)ns1 (centres undefined) | -1 |
| CCOC(=O)C(NC(=O)c1cccnc1)(NN1CCN(C)CC1)C(F)(F)F (centres undefined) | -1 |
| O=C(NNS(=O)(=O)c1cccc(Cl)c1Cl)c1csc(N2CCOCC2)n1 | 2 |
| O=C(CSc1nccc(=O)[nH]1)c1cc2ccccc2o1 | -8 |
| COc1cc(=O)n(-c2ccccc2)nc1C(=O)NC(c1ccccc1)c1ccccc1 | -28 |
| CC1Cc2ccccc2N1C(=O)C(=O)N1CCN(C)C2(CCN(C)CC2)C1 (centres undefined) | -35 |
| Cc1nc(C2CCCN(C(=O)c3ccc(=O)n(C)n3)C2)sc1C (centres undefined) | -3 |
| C/C=C/c1cccc(/C=N\NC(=O)c2ccc(=O)[nH]n2)c1O | -1 |
| CCN(C)c1nc(-c2ccc(F)c(Cl)c2)c2c(N)n(C)nc2n1 | -12 |
| CCc1ccc(S(=O)(=O)Nc2ccc3c(c2)CCN3C(C)=O)cc1 | -2&-1 |
| O=C1NCCN(Cc2cnc(-c3ccccn3)nc2)C1c1ccc(F)cc1 (centres undefined) | -3 |
| Cc1nnc(CS(=O)(=O)Cc2ccc3c(c2)CCC3)o1 | -1 |
| C=CCNc1nc2ccccc2s1 | -1 |
| COc1ccc(C2CC(c3ccccc3)=Nc3ncnn32)cc1OC (centres undefined) | -5 |
| CCc1ocnc1C(=O)NC1CC(=O)N(CCc2cccc(Cl)c2)C1 (centres undefined) | 1 |
| Cc1c(Cl)c([N+](=O)[O-])nn1CC(=O)N1CCCCCC1 | 1 |

Carrying on.
SMILES	mcGAS RapidFire
COc1ccccc1CCC(=O)NC(C)c1cnn(-c2ccccc2C)c1C (centres undefined)	-1
CC(C)c1ccc(CN2CCC2(C)C(=O)N2CCN(C(=O)c3ccco3)CC2)cc1 (centres undefined)	-6
N#CC1C(=N)Oc2[nH]c(=O)[nH]c(=O)c2C1c1cccs1 (centres undefined)	4
CCn1c(/C=C/N(C(C)=O)c2ccccc2)[n+](CC)c2ccc(OC)cc21	-30
Fc1ccc(C2CCCN2Cc2cnc(N3CCOCC3)s2)cc1 (centres undefined)	-22
Cc1ccsc1[C@@H]1CCN(C(=O)CCC(=O)N2CCCCCC2)C[C@H]1O	-8
C=CCNC(=O)c1ccc(-c2ccc(F)c(CO)c2)o1	1
CC(=O)c1ccc(N=Cc2nc(-c3cccc4ccccc34)oc2O)cc1	-7
N#CCCn1cc(C2=NNC(=Nc3ccc(Cl)cc3Cl)SC2)c2ccccc21	-3
Cc1cc(OCCO)ccc1NS(=O)(=O)c1cccc(S(C)(=O)=O)c1	6
COCCN1CCCC(O)(CN(C)Cc2ccc3c(c2)OCO3)C1=O (centres undefined)	1
Cc1ccc(C(=O)N2CCn3c(nnc3C(N)=O)C2)cc1F	-12
Cc1cccc(S(=O)(=O)NCCn2ncccc2=O)c1	-7
CC(=O)Nc1cnc(-c2ccccc2C(F)(F)F)cn1	1
CC(C)(C)NCC(O)c1cc(O)cc(O)c1 (centres undefined)	-5&-5&-1&2
O=C(c1cn(C2CCCCC2)nn1)N1CCN(Cc2ccc3c(c2)OCO3)CC1	-6
COCOc1cccc(CN2CCC2(C)C(=O)Nc2ccc3c(c2)CCN3C(C)=O)c1 (centres undefined)	-3
COCCNc1nc(Nc2ccc(OC)cc2)c2cn[nH]c2n1	-4
Cc1nc(C)c(CNC(=O)Nc2nc(C(C)C)cs2)s1	-3
CC(C)N1C(=O)c2ccccc2[C@@H](C(=O)NCC2COC(C)(C)O2)[C@@H]1c1ccccc1 (some centres undefined)	0
COc1ccc(Cl)cc1Cn1cc(C(=O)NCc2ccc(OC)c(OC)c2)sc1=O	-11
Cc1cc(C)nc(-n2[nH]c3nccc(-c4ccc(F)cc4)c3c2=O)n1	1
O=C1c2cnc(-c3ccc(Cl)cc3)nc2C[C@H](c2ccco2)N1CC1CC1	-1
CN(Cc1c(C(=O)N2CCCCC2)nc2sccn12)CC1COCCO1 (centres undefined)	2
COc1cccc(OC)c1OCCCOc1ccc(F)cc1	-15
COCCN1CCN(CC(=O)NC2CCCCNC2=O)CC1C (centres undefined)	-6
Cc1ccc2nc(Cl)c(/C=N\NC(=O)CN3CCCCC3)cc2c1	1
CCOc1ccccc1NC(=Nc1nc(C)cc(C)n1)NC(C)=O	-8
Cc1csc2nc(CSc3n[nH]c(-c4cccs4)n3)cc(=O)n12	-12
COc1ccc(-c2c3c(=O)n(-c4ccccn4)ccc3nc3ncnn23)cc1	8
CCOC(=O)C1(CCCc2ccccc2)CCN(C(=O)c2cncs2)CC1	-9
COCCn1c(SC(C)C)nc2ccc(Br)cc2c1=O	0
CCn1ccnc1CN(C)Cc1noc(C)n1	-14
CCn1cnc2cc(N3Cc4ccccc4C3=N)ccc21	-11
Cc1ccccc1/C=C/c1nc(SC(C)C(=O)N2CCC(C)CC2)n[nH]1 (centres undefined)	0
CC(=O)NC1CCCN(C(=O)CN2CCCc3cc(C)ccc32)C1 (centres undefined)	-6
CC(C1CC1)N(CC(F)(F)F)C(=O)CSc1nnc2sc3ccccc3n12 (centres undefined)	-8
CCC(CC)NC(=O)CSc1nnc(N2CCOCC2)n1CC1CCCO1 (centres undefined)	2
CC(=O)Nc1cncc(-c2ccc(F)c(Cl)c2)n1	4
CCc1nn(C)c(Cl)c1CN1CCCC1c1ccc(F)cc1 (centres undefined)	-37
O=C(CC1CSc2nccc(=O)n21)Nc1ccccc1F (centres undefined)	-5
CCCCc1nc2ccccc2n1CC(O)c1ccccc1F (centres undefined)	-31
COc1ccccc1NC(=O)C1CCCCC1C(=O)N1CCC(C#N)(c2ccccc2)CC1 (centres undefined)	-7
Cc1ccc(CNC(=O)Cn2c(CO)cnc2SCCc2ccccc2)cc1	-12
CCOCCn1nc(C)cc1C(=O)N1C[C@@H]2[C@@H]3CC[C@@H](C3)[C@@H]2C1	-13
C=C(C)COc1cccc(C(=O)NCCn2cccn2)c1	-1
CCOc1ccc(C2=CSC3=NCCN23)cc1Cl	-13
O=C(NCCCc1ccccc1)C1CCN(S(=O)(=O)c2ccccc2C(F)(F)F)CC1	6
O=C(Nc1n[nH]c(C(F)(F)F)n1)c1cc(Br)ccc1F	10
CCn1ccnc1CN1CCN(C(C)C)C(CCO)C1 (centres undefined)	-6
Going on with the list.
SMILES	mcGAS RapidFire
CS(=O)(=O)c1ccccc1NCC(O)c1ccccc1F (centres undefined)	1
CN(CCC#N)C(=O)CN1CCn2c(nnc2C2CC2)C1	-2
CN1CCC(OC(c2ccccc2)c2ccccc2)CC1	-2&0
Cc1nn2c(=O)cc(CN(Cc3cc4c(s3)CCC4)C(C)C)nc2s1	-5
Cc1nc(SCC(=O)N2CCc3ccccc32)c2oc3ccccc3c2n1	3
COc1cc(C2=NNC3SC=C(c4ccccc4)N3N2)ccc1O (centres undefined)	-6
Cc1ccn(CC(=O)N2CCCC(C(=O)c3ccc4c5c(cccc35)CC4)C2)n1 (centres undefined)	-10
CCc1ccc(CN2CCC(C(=O)Nc3ccccc3-c3cccc(OC)c3)CC2)o1	2
CN1CCN(c2ncccc2CNC(=O)C2=Cc3ccccc3OC=C2)CC1	-17
COc1ccccc1-c1nn(-c2ccccc2)cc1CO	25
O=C(C1CN(C(=O)c2cc(Cl)c3c(c2)OCO3)c2ccccc2O1)N1CCCCC1 (centres undefined)	-4
Cc1cccc(C2CC2C(=O)Nc2ccn(CCCC#N)n2)c1 (centres undefined)	-4
CCNC(=O)C1(C)CCN1CCS(=O)(=O)c1ccc(C)cc1 (centres undefined)	-1
O=C(CNC(=O)c1cccc(Cl)c1)Nc1ccc(-n2cncn2)nc1	-1
O=[N+]([O-])c1ccc2[nH]c(O)c(N=Nc3ccc(F)cc3F)c2c1	-5
CC(Sc1ncn(-c2ccccc2)n1)C(=O)Nc1ccc(N(C)C)cc1 (centres undefined)	-2
O=C1OCCC1Sc1nc(-c2ccccc2)c(-c2ccccc2)[nH]1 (centres undefined)	0
O=C(OCc1cc(-c2ccc3c(c2)OCCO3)on1)c1nc2ccccc2s1	-4
Cc1cc(C)cc(CS(=O)Cc2cccc(S(=O)(=O)N(C)C)c2)c1 (centres undefined)	1
O=C(c1cc(F)ccc1F)C1CCCN(C(=O)C2=CCCC2)C1 (centres undefined)	-6

Reprinted at random: 2 records from the list
SMILES	mcGAS RapidFire
O=[N+]([O-])c1ccc2[nH]c(O)c(N=Nc3ccc(F)cc3F)c2c1	-5
O=C1OCCC1Sc1nc(-c2ccccc2)c(-c2ccccc2)[nH]1 (centres undefined)	0

(next part)
SMILES	mcGAS RapidFire
CCOc1ccc(CN2CCN(Cc3cccc(-n4cccn4)c3)CC2CCO)cc1 (centres undefined)	1
O=C(NCC1CC1)c1nnc2n1CCN(C(=O)Cc1ccccc1)C2	-5
c1ccc([C@H]2CN3CCSC3=N2)cc1	-6
Cc1ccc(CN(C)S(=O)(=O)c2cn(C)c(Cl)n2)cc1	-1
N#Cc1cccc(CSc2nc(Oc3ccc4c(c3)OCO4)cc(-c3ccccc3)n2)c1	0
Cc1cc(C(=O)NCCc2ccccc2Br)n(C)n1	-12
COc1cccc(NC(=O)c2ccc(CSC)o2)c1	3
CC(C(=O)N1CCCC1)N1CCN(C(=O)c2cc(C#N)c[nH]2)CC1 (centres undefined)	-30
Cc1ccc2nc(NC(=O)c3ccc(Br)cc3)sc2c1	-38
CC(C)N(CC(F)(F)F)C(=O)CNc1cc(CO)ccc1Cl	-4
Cc1cc(C2=CCCCC2)cs1	-5
O=S(=O)(CCS(=O)(=O)c1ccccc1)OCC(F)(F)F	1
CC(=O)c1ccc(NC(=O)Oc2ccccc2)cc1	-8
CC(/C=N\NC(=O)CNC(=O)C(c1ccccc1)c1ccccc1)=C\c1ccco1	-6
COCC(c1ccccn1)N(C)C(=O)c1cccc(-n2nc(C)cc2C)c1 (centres undefined)	-26
Cc1c(C(=O)NC(C)c2cccc(Cl)c2)oc2c1C(=O)CCC2 (centres undefined)	-15
CC(C)n1c(CCC(=O)O)ccc1-c1ccc(Br)cc1	5
CC1c2cccn2CCN1S(=O)(=O)c1ccc(Cl)c(Cl)c1 (centres undefined)	-2
O=C(c1cccc([N+](=O)[O-])c1)N1CCc2ccccc21	-7
CN(Cc1ccc(OC(F)F)cc1)C(=O)CN(C)c1ccccc1	-4
O=C(NCCN1CCCCC1)C1CCN(C(=O)c2cccnc2)CC1	-13

Compound activity: PubChem, Fisher Drug Discovery Resource Center

This is a subset, so the mix of outcomes need not match the whole.
